# Screens: PubChem BioAssay, Broad Institute
# Rtt109 HAT inh = inhibitors of Candida albicans Rtt109/Vps75 histone acetyltransferase | actives 0.16% (n = 330,000) | Q5AAJ8 | inhibition, % at 34.9 µM | AID 540336 | purified Rtt109/Vps75, ThioGlo CoA-SH fluorescence, 4 h;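 active = inhibition of at least 50% in every replicate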
# CAL PDZ FP-1 = blocks peptide binding to the human CAL PDZ domain; inhibition, % at 24.9 µM; actives 0.92% (n = 300,000); AID 602252; Q9HD26; purified CAL PDZ, TMR-peptide fluorescence polarization, 1 h;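 active = mean inhibition of at least 30% with at least half of replicates also reaching 30%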;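 note: 0% = DMSO neutral control and 100% = excess unlabeled competitor peptide PRC23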
# SR-BI HDL uptake = blocks mouse SR-BI lipid uptake from DiI-HDL; Q61009; ldlA[mSR-BI] CHO cells, DiI-HDL uptake fluorescence, 3 h; inhibition, % at 12.5 µM; actives 0.96% (n = 320,000);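 active = mean replicate inhibition of at least 70% and a set share of replicates each scoring 70 or more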;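 note: 0% = median of neutral control wells and 100% = median of positive control wells; values of inactives mirror those of a sister screen read the other way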
# Target sequence (Q61009 whole entry, looked up): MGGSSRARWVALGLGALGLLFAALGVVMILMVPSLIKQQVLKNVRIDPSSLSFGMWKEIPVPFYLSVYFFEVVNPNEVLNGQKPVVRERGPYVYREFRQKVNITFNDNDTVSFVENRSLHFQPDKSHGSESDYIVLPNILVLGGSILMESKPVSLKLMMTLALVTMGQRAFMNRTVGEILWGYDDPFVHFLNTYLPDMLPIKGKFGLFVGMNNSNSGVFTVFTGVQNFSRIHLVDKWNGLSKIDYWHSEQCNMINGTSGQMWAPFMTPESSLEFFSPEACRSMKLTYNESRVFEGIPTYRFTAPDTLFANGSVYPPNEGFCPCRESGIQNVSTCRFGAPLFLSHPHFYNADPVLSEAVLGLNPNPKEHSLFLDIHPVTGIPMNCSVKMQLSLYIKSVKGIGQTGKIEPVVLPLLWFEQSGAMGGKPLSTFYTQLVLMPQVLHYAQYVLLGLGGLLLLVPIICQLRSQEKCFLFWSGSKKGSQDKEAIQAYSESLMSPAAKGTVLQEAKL
# MITF TRPM1 HTS = activators of MITF-driven TRPM1 promoter activity in SK-MEL-5 cells. SK-MEL-5 TRPM1-promoter luciferase, 24 h; % of positive control, neutral wells = 0. activation, % at 12.5 µM. actives 0.75% (n = 300,000). AID 588334;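 active = mean activation of at least 80% with every replicate also reaching 80%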;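 note: 0% = neutral control wells and 100% = parthenolide positive control wells; values of inactives mirror those of a sister screen read the other way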
# NSD2 HMT inh = blocks human histone methyltransferase NSD2; NSD2 peptide methylation, AlphaScreen, 120 min; inhibition, % at 12.5 µM; actives 0.54% (n = 310,000); AID 743445; in the data active = inhibition above about 50%
# CAL PDZ FP-2 = human CAL PDZ-peptide interaction inhibition; Q9HD26; purified CAL PDZ, TMR-peptide fluorescence polarization, 1 h; inhibition, % at 20 µM; actives 0.02% (n = 330,000); AID 504414;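 active = highest replicate inhibition of at least 40%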;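 note: plate controls were DMSO neutral control wells for no effect and unlabeled competitor peptide control wells for full effect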
#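 Material: tagged CAL PDZ protein CerCALP, purified; buffer or medium: sodium phosphate/NaCl buffer pH 7.4 with TCEP, IgG, Thesit; also added: fluorescent TMR peptide probe; schedule: 1 h incubation at room temperature before polarization reading; technique: fluorescence polarization from S- and P-plane intensities, G-factor corrected; control set: unlabelled peptide and DMSO controls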
# PvdQ acylase = blocks Pseudomonas aeruginosa PvdQ acylase activity; purified PvdQ acylase, fluorescence plate reader; inhibition, % at 10 µM; actives 0.063% (n = 340,000); in the data active = inhibition above about 30%, passing the limit was not always enough;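 note: 0% = vehicle neutral wells and 100% = reference inhibitor wells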
# dFosB act = activators of mouse delta FosB homodimer | actives 0.99% (n = 340,000) | purified delta FosB, TAMRA-CDK5 oligo fluorescence polarization; percent of positive-control signal above neutral wells | activation, % at 25 µM;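 active = mean activation above about 17%, with every replicate also reaching it, limit read from the data, passing the limit was not always enough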;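 note: fluorescence polarization rise as delta FosB binds a TAMRA Cdk5 AP-1 oligo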
# Target sequence (P13346 whole entry, looked up): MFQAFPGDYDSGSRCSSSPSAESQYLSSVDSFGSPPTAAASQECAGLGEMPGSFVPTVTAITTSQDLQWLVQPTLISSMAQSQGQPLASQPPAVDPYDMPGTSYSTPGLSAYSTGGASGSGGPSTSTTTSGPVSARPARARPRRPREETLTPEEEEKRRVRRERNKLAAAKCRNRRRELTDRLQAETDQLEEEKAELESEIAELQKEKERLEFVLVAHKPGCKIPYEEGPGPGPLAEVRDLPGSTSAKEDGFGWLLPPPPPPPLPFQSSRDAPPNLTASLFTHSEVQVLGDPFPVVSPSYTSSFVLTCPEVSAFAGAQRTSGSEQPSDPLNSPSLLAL
# PfHsp90 set2 = inhibits growth of yeast expressing Plasmodium falciparum Hsp90 | S. cerevisiae expressing PfHsp90, BacTiter-Glo ATP, 48 h; yeast lacking PDR1 and PDR3 efflux regulators | actives 0.32% (n = 310,000) | inhibition, % at 9.4 µM | AID 504621;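 active = every replicate shows inhibition above about 80%, whatever the replicate mean, limit read from the data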;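 note: 0% = DMSO neutral controls and 100% = 20 µM radicicol positive controls; yeast relying on Plasmodium falciparum Hsp90 in place of its own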
# SR-BI uptake up = enhances SR-BI lipid uptake from DiI-HDL; actives 0.096% (n = 320,000); AID 504775; activation, % at 12.5 µM; CHO ldlA[mSR-BI] cells, DiI-HDL uptake fluorescence, 3 h; 100 = double the neutral-control signal;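 active = mean replicate activation of at least 60% and every replicate at or above 60%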;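 note: 0% = median plate neutral-control signal and 100% = twice that signal; values of inactives mirror those of a sister screen read the other way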
#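 System: LDL receptor-deficient CHO ldlA cells overexpressing murine SR-BI | Timing: 3 h uptake period with compound, 37 °C | Medium: HEPES-buffered (25 mM, pH 7.4) F12 plus 0.5% BSA | Dosing: Single-point compound dose | Signal: Bottom-read fluorescence, 550/595 nm | Read-out: Retained DiI signal reflecting DiI-HDL uptake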
# An asterisk follows results filed as active; x = not tested or not shown.
Rtt109 HAT inh	CAL PDZ FP-1	SR-BI HDL uptake	MITF TRPM1 HTS	NSD2 HMT inh	CAL PDZ FP-2	PvdQ acylase	dFosB act	PfHsp90 set2	SR-BI uptake up	molecule
-4	51*	-13	-6	1	-0.2	-2	-3	17	13	COc1ccc(C2N(c3cc(C)on3)C(=O)C3CCCN32)cc1OC (configuration not stated)
8	-2	-3	3	-2	-1.0	8	-1	-6	3	CCOP(=O)(c1ccccc1)C(O)c1ccc(Br)cc1 (configuration not stated)
1	-10	-11	-7	4	-1.0	-8	-15	3	11	CC(CCc1ccccc1)NC(=O)CN1CCSc2ccccc21 (configuration not stated)
6	-1	-10	x	x	-0.3	-8	-2	x	10	COc1ccccc1CN1CCN(S(=O)(=O)c2ccccc2)CC1
12	-5	-24	-3	1	0.3	13	0	25	24	O=C(COc1ncnc2ccc(Br)cc12)NC1CCCC1
-3	-8	-22	4	16	-0.4	-2	-3	-4	22	O=c1oc2ccccc2n1Cc1ccccc1
5	0	5	-2	-2	-1.6	-8	-16	17	-5	CS(=O)(=O)N1CCC(C(=O)Nc2cc(C(F)(F)F)ccc2Cl)CC1
5	-1	-24	-2	-6	-0.8	-15	-6	-7	24	Cc1[nH]nc(SCC(=O)Nc2ccc(C#N)cc2)c1[N+](=O)[O-]
0	1	x	6	-1	-2.3	-3	-4	0	x	CN(Cc1nc2ccccc2s1)C(=O)c1ccc(F)cc1
-9	-6	-11	5	-1	-1.8	-6	-9	5	11	COc1ccc(CCN=C(N)NS(=O)(=O)c2cc(F)ccc2F)cc1
1	1	49	-19	-3	-2.0	1	-6	16	-49	CCCC(=O)Nc1ccc(Cl)c(NC(=S)NC(=O)C(C)C)c1
x	-5	1	-3	-4	-0.2	12	-8	-26	-1	CCOC(=O)c1cc(NC(=O)c2ccccc2)c(=O)n2c1oc1ccccc12
-8	-2	-3	-1	2	x	5	4	-8	3	Cc1cc(C)nc(NC2=NC3CCCCC3N2)n1 (configuration not stated)
-2	x	x	-2	0	-1.0	-5	-7	-18	x	Cc1onc(-c2ccccc2)c1C(=O)N1CCN(c2ccccc2F)CC1
1	-1	-8	11	2	-1.6	1	0	0	8	CCOc1ccc(NC(=S)c2ccc3ccccc3n2)cc1
2	-1	4	-7	-3	-1.2	-13	7	7	-4	CCOn1c(=O)c(-c2ccc(F)cc2)[n+]([O-])c2ccccc21
11	-4	20	8	0	-0.4	3	-15	-20	-20	O/N=C/c1cn(-c2ccccc2)nc1-c1cccnc1
3	-1	24	-5	x	1.1	-14	28*	4	-24	Cc1ccccc1CNc1ccc(C(CC(N)=O)NC(=O)c2ccccc2)cc1[N+](=O)[O-] (configuration not stated)
-3	-4	6	-17	-1	3.0	8	1	-10	-6	CO/N=C(\Cn1ncc(N2CCOCC2)c(Br)c1=O)c1ccc(Cl)cc1
x	0	-6	2	-3	-1.2	-16	-5	5	6	O=C1CCCC/C1=C/NCc1ccc(F)cc1
8	-1	-3	8	x	-6.7	-8	-7	11	3	O=C(O)C1=C[C@H](c2coc3ccccc3c2=O)C[C@H](OCc2ccc(CO)cc2)O1
-5	x	-2	-2	0	-0.4	-9	-6	-5	2	O=C1CCCN2N=C(SCC(=O)Nc3ccccc3C(F)(F)F)SC2=N1
4	-1	38	x	18	0.7	-10	2	15	-38	O=[N+]([O-])c1ccc(CSC2=NCCN2)cc1
-4	-4	-9	8	-3	-0.1	6	3	6	9	CC(NS(=O)(=O)c1ccccc1)C(N)=O (configuration not stated)
-1	-1	-3	8	2	-0.7	-9	5	54	3	Cc1ccc(C)c(S(=O)(=O)NC(CC(C)C)C(=O)O)c1 (configuration not stated)
2	-1	-19	13	-4	0.3	10	1	1	19	CN(CC(=O)NC(=O)NCc1ccccc1)Cc1cccc(Cl)c1Cl
3	-1	9	3	6	-3.2	-6	-12	-28	-9	O=C(Nc1nc2ccccc2s1)C1=NN(c2ccccc2)C(=O)CC1
4	-2	-20	3	-7	3.7	5	1	-2	20	O=C(O)CCN1CCN(S(=O)(=O)c2ccc3ccccc3c2)CC1
0	x	x	-8	1	-1.4	-5	-8	-3	x	Cc1cc(C)c(S(=O)(=O)Nc2cnc3ccccc3c2)c(C)c1
-4	2	0	14	-2	-0.6	-7	-6	-32	0	Cc1cc(Cl)c(S(=O)(=O)Nc2ccc(S(=O)(=O)N3CCOCC3)cc2)cc1OCC(N)=O
-1	-4	17	28	-1	-1.9	-9	-19	16	-17	O=C(N/N=C/c1cccs1)c1ccc2ccccc2c1
-6	1	-10	3	x	-0.4	8	4	4	10	CC1(c2nnc(-c3cccc(Cl)c3)o2)CC(c2ccc(C#N)cc2)=NO1 (configuration not stated)
-4	x	x	-2	2	-1.6	-8	-4	20	x	O=C(Nc1cccc2ncccc12)c1ccco1
1	-6	-29	-21	6	-1.3	-15	-1	-40	29	CCN1CCC(=NNC(=O)CC23CC4CC(CC(C4)C2)C3)CC1
16	x	22	-11	-1	-2.9	-6	-10	16	-22	Cc1nn(C)c(C)c1/C=N/NC(=O)C(C)(C)Oc1ccc(Cl)cc1
8	-2	10	-4	1	-2.8	-8	-8	x	-10	Cc1cc(Br)cnc1NC(=S)Nc1ccc(F)cc1F
8	5	-19	-14	4	-0.4	-12	-5	-4	19	Cc1ccc(C2(C(F)(F)F)NC(=O)N3CCN=C3S2)cc1 (configuration not stated)
2	-10	-12	7	-3	0.5	-11	-5	30	12	COc1ccccc1NS(=O)(=O)c1ccc(/C=C/C(=O)O)cc1
0	6	-12	5	-5	-0.1	-11	-4	21	12	CCOC(=O)Nc1ccc2c(c1)N(C(=O)CN1CCN(C)CC1)c1ccccc1CC2
-11	0	-1	x	-1	-0.3	-13	-5	-20	1	CC(C)NC(=O)NNC(=O)Cn1nnc(-c2cccc(Cl)c2Cl)n1
18	6	58	-15	-6	-0.2	17	17*	-5	-58	O=C(/C=C/c1ccccc1)Nc1nc(-c2ccncc2)cs1
8	8	-12	-3	-5	-1.0	-5	1	x	12	Nn1c(SCC(=O)N2CCCc3ccccc32)nncc1=O
-15	-2	4	-1	x	-1.0	-13	-1	38	-4	Cc1cc(C)nc(NC(=O)NS(=O)(=O)Nc2ccc(Br)cn2)n1
2	0	-6	13	0	-0.9	-12	-20	-8	6	CCN(CC)c1ccc(NC(=O)COC(=O)C2CCN(c3ccc(C(F)(F)F)cn3)CC2)cc1
-9	3	15	-3	2	-0.4	-2	-7	20	-15	O=Cc1ccc(N2CCCC2)c([N+](=O)[O-])c1
-9	-1	29	3	3	-1.2	-12	-3	0	-29	COc1ccc(OC)c(NC(=O)CN2C(=O)C3(OCCCO3)c3ccccc32)c1
4	-1	-3	12	-4	0.4	15	-5	x	3	CC(C)[C@H](NS(=O)(=O)c1ccc(Cl)cc1)C(=O)OCC(=O)c1c(N)n(C)c(=O)n(C)c1=O
4	7	-14	-12	-1	-0.5	-7	-7	x	14	CCOC(=O)C1=C(c2ccccc2)NC(SCC(=O)Nc2ccc(C)cc2)=C(C#N)C1c1ccco1 (configuration not stated)
7	-3	-26	1	-1	-0.8	-5	-8	-8	26	CN(C1CCCCC1)S(=O)(=O)c1ccc(=S)[nH]c1
-3	-3	7	-10	-2	-0.5	-6	-11	-19	-7	O=C(Cn1cc([N+](=O)[O-])cn1)NCc1ccc(-n2cccn2)cc1

# The results go on.
Rtt109 HAT inh	CAL PDZ FP-1	SR-BI HDL uptake	MITF TRPM1 HTS	NSD2 HMT inh	CAL PDZ FP-2	PvdQ acylase	dFosB act	PfHsp90 set2	SR-BI uptake up	molecule
8	-10	-7	-15	-1	-0.3	-12	-15	-11	7	Cc1cccc(N(Cc2ccccc2)C(=O)c2ccc(C)c(S(=O)(=O)N3CCOCC3)c2)c1
-8	-2	-30	-18	-3	-0.3	-8	0	13	30	COc1cccc(NC(=O)CNS(=O)(=O)c2ccc3nc(C)sc3c2)c1
-8	-2	-28	14	1	-0.5	-11	6	-20	28	Cc1ccc(NC(=O)c2ccccc2-c2ccccc2C(=O)O)cc1
13	-2	-14	6	1	-2.2	-1	-7	x	14	COc1ccnc(Oc2ccc(F)cc2)c1C(=O)N/C=N/OCc1ccc(F)cc1Cl
-3	x	21	26	-2	-4.2	-7	7	-32	-21	COc1cc(OC)c(-c2nn3c(C4CCCCC4)nnc3s2)cc1OC
1	3	7	-9	-3	-1.8	-7	-13	2	-7	COc1ccc(N(C)S(=O)(=O)c2cccc(C(=O)OC(C)C(=O)NC3CCCCC3C)c2)cc1 (configuration not stated)
1	6	1	x	27	-1.2	9	-4	-12	-1	O=C(O)c1[nH]c2ccccc2c1C(c1cc(Br)ccc1O)c1c(C(=O)O)[nH]c2ccccc12
27	-1	48	-33	x	0.5	-10	-7	5	-28	CC1=C(C)C(=O)C(CCCCC#CCCCC#CCO)=C(C)C1=O
-5	4	3	4	x	-2.0	-9	3	-4	-3	COc1ccccc1OC(C)C(=O)Nc1ccc2c(c1)OCCO2 (configuration not stated)
4	5	54	3	23	-0.5	-7	-3	-44	-54	CCN(CC)c1ccc(S(=O)(=O)N2CCOCC2)cc1NC(=O)COC(=O)/C=C/c1ccc(O)c(OC)c1
11	-6	7	30	-2	-2.1	6	-5	3	-7	Cc1ccc2oc(-c3cccc(NC(=O)C4CCCO4)c3)nc2c1 (configuration not stated)
-10	2	-21	-10	-1	-0.2	7	11	-41	21	O=C1NC(=Nc2ccccc2)c2ccc([N+](=O)[O-])cc21
14	-2	-39	10	1	-2.5	-2	-1	4	39	COc1ccc(/C=C(/NC(=O)c2ccccc2)C(=O)N/N=C/c2ccncc2)c(OC)c1
-2	0	21	-1	0	-1.9	0	2	0	-21	Cc1cccc(-n2cc(-c3ccc([N+](=O)[O-])cc3)[nH]c2=S)c1
-2	-1	1	-4	-1	-0.6	-9	0	-17	-1	CCC(OC(=O)c1nsc(Cl)c1Cl)C(=O)NCc1ccco1 (configuration not stated)
10	18	3	-1	-2	-0.5	-9	1	-17	-3	Nc1n[nH]c(S(=O)(=O)CCCc2ccccc2)n1
1	-3	3	-13	13	0.7	-5	0	14	-3	Cc1ccc(C)c(NC(=O)CCN2CCN(C)CC2)c1

# Profiles, quoted from the list. Order of screens: Rtt109 HAT inh | CAL PDZ FP-1 | SR-BI HDL uptake | MITF TRPM1 HTS | NSD2 HMT inh | CAL PDZ FP-2 | PvdQ acylase | dFosB act | PfHsp90 set2 | SR-BI uptake up
# CS(=O)(=O)N1CCC(C(=O)Nc2cc(C(F)(F)F)ccc2Cl)CC1 reads 5 | 0 | 5 | -2 | -2 | -1.6 | -8 | -16 | 17 | -5
# O=C(O)C1=C[C@H](c2coc3ccccc3c2=O)C[C@H](OCc2ccc(CO)cc2)O1 reads 8 | -1 | -3 | 8 | x | -6.7 | -8 | -7 | 11 | 3
